# Screening results from PubChem.
# S1P4 antag – blocks the human S1P4 receptor. O95977. S1P4-expressing cells, antagonist mode, reporter read-out. inhibition, % at 4.98 µM. 220,000 tested, 0.26% active. AID 1510; in the data active means inhibition above about 29%;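 further: 0% = wells stimulated with agonist and 100% = vehicle wells without agonist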
# Target sequence (O95977 whole entry, looked up): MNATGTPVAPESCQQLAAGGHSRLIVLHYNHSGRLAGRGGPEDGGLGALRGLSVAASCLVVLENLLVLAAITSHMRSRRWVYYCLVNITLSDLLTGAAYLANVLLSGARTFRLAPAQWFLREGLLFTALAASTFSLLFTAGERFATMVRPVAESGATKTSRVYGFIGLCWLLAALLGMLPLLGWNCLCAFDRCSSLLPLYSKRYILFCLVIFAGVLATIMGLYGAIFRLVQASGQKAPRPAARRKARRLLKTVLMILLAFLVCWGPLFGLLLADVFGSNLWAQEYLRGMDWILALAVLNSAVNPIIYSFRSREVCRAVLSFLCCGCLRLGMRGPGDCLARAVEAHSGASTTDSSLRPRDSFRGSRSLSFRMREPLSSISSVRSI
# BaF3 tox – counter-screen for JAK2V617F inhibitors: parental Ba/F3 viability inhibitors. CellTiter-Glo ATP luminescence. inhibition, % at 5.6 µM. 220,000 tested, 1.1% active;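 active means inhibition above a per-campaign cutoff, the mean inhibition of all tested compounds plus 3 SD, cut at about 27% in these data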;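 further: 0% = DMSO wells and 100% = JAK Inhibitor I control wells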
# NPY-Y2 PAM-ag – potentiators or agonists of human neuropeptide Y receptor Y2 | P49146 | 220,000 tested, 0.45% active | AID 1359 | activation, % at 3.6 µM | cells expressing NPY-Y2, potentiator/agonist read-out; in the data active means activation above about 27%;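 further: cells stimulated with NPY near EC25 plus isoproterenol at EC100; 0% = vehicle plus submaximal agonist and 100% = vehicle plus saturating agonist; some results beyond the cut were filed as inactive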
# Wee1 degr inh – human Wee1 degradation inhibition, primary screen; HeLa Luc-Wee1K328M stability, luciferase luminescence; 100% = proteasome inhibitor MG132 effect; reporter increase, % at 5 µM; 220,000 tested, 1.2% active;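 active means activation above the mean of all tested compounds plus 3 SD, set per screening run, cut at about 8.8% in these data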;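 further: cells exposed to compound for 20 h before luminescence read; 0% = DMSO alone and 100% = MG132 at 30 µM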
# Target sequence (P30291 whole entry K328M): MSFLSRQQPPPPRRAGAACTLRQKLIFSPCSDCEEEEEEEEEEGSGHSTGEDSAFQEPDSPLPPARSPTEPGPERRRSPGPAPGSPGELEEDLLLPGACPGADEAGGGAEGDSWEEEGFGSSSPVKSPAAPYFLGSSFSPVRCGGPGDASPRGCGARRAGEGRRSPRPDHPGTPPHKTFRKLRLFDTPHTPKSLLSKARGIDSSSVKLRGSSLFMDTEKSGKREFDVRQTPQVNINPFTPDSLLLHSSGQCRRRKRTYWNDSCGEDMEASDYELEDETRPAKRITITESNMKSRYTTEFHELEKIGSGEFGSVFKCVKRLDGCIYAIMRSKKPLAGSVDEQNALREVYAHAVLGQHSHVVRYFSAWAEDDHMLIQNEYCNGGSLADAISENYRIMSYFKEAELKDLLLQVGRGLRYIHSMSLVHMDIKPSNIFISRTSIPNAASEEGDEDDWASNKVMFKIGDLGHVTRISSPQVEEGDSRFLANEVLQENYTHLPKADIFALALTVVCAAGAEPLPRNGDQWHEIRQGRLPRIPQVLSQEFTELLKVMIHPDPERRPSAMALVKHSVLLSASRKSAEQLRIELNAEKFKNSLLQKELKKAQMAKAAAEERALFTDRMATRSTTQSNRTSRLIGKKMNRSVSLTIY
# eIF4E-4G inh – blocks eIF4E binding to eIF4G; P63073+Q04637; TR-FRET eIF4E-eIF4GI(517-606) binding, 2 h; inhibition, % at 21.7 µM; 220,000 tested, 0.37% active; AID 782;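 active means inhibition above about 30%, limit read from the data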;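 further: 0% = full FRET control wells and 100% = background wells lacking eIF4GI fragment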
# MDM2 E3 inh – Mdm2 E3 ligase (human) inhibition | cell-based MDM2 ubiquitination luciferase reporter, 2 h; 0 = plate control, 100 = twice control, blank-subtracted | signal enhancement, % at 5 µM | 210,000 tested, 0.11% active | AID 1230;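 active means signal enhancement of 30% or more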;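 further: luminescence tracks abundance of the self-degrading MDM2-luciferase fusion protein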
#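 Timing – 2 h compound exposure at 37 °C · Assay system – mammalian cells stably expressing self-ubiquitinating, self-degrading MDM2 E3–luciferase fusion · Amount – 2000 cells seeded into each well · Measure – % luminescence enhancement versus blank-corrected plate control mean · Measured by – SteadyLite luminescence, 15 min reagent step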
# Ba/F3 V617F tox – loss of viability in JAK2V617F-driven Ba/F3 cells; 220,000 tested, 1.1% active; inhibition, % at 5.6 µM; Ba/F3 EpoR-JAK2V617F viability, ATP luminescence;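 active means inhibition above the campaign mean plus 3 SD over all tested compounds, cut at about 24% in these data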;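 further: cytokine-independent growth of Ba/F3 cells driven by EpoR plus mutant JAK2; 0% = DMSO-treated cells and 100% = JAK inhibitor I control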
# PERK inh – inhibitors of human PERK kinase; 220,000 tested, 0.17% active; AID 1416; inhibition, % at 5.6 µM; Q9NZJ5; CHO PERK-DD fusion, SEAP luminescence translation reporter;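 active means inhibition above the mean inhibition of all tested compounds plus 3 SD, set separately per screening campaign, cut at about 2.9% in these data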;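 further: PERK kinase domain activated by AP20187 dimerizer at 100 nM; 0% = DMSO with dimerizer and 100% = rapamycin at 8.4 µM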
# S1P4 ag – human S1P4 receptor agonism | S1P4-expressing cell line, agonist reporter assay | activation, % at 4.98 µM | 220,000 tested, 0.35% active; in the data active means activation above about 11%;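 further: 0% = DMSO vehicle and 100% = reference agonist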
# The depositor's hits bear a star; x = not tested or not shown; [ ] = another dose, or the depositor's remark.
SMILES,S1P4 antag,BaF3 tox,NPY-Y2 PAM-ag,Wee1 degr inh,eIF4E-4G inh,MDM2 E3 inh,Ba/F3 V617F tox,PERK inh,S1P4 ag
CCOC(=O)CNC(=O)Cn1cnc2c(nnn2-c2ccc(F)cc2)c1=O,-16,96*,11,-1,-3[fluorescence artefact?],-16,-4,0.1,0.8
Cc1nnc(C)n1/N=C/c1ccc2c(c1)OCCO2,-5,8,-9,-1,2,1,4,0.3,0.8
Cn1cnnc1SCC(=O)c1c[nH]c2ccccc12,-7,5,-1,-1,3,10,2,0.4,-0.4
O=C(CSc1ncccn1)N/N=C/c1ccc(OC2CSC2)cc1,5,10,-4,-3,-4,-15,1,0.9,0.9
CC(C)(C)C(=O)NCCCc1nc2ccccc2n1CCCOc1ccc(Cl)cc1,-20,1,2,0,-2,-7,-4,-0.1,0.8
COc1ccc(N2CCN(C(c3ccc4ncccc4c3)c3nnnn3C(C)(C)C)CC2)cc1 (stereo not drawn),-7,10,-3,11*,1,-17,1,-0.3,0.1
COC(=O)c1cc2occc2n1Cc1nc(-c2ccccc2Cl)oc1C,15,7,-5,0,7[fluorescence artefact?],x,0,1.4,1.2
CCOC(=O)N1CCC(NC(=O)c2cc(C(=O)Nc3ccc(OC)c(OC)c3)ccc2CO)CC1,-19,-1,2,-4,1,-23,-1,0.6,-0.7
O=C(CCCc1c[nH]c2ccccc12)N1CCOCC1,-15,3,0,1,2,5,1,2.1,1.6
COc1ccc(NC(=O)c2ccc(S(=O)(=O)N(C)C)cc2)cc1,-7,1,-12,-3,2,-1,0,2.5,0.2
COc1ccc(/C=N/NC(=O)c2ccc3nc[nH]c3c2)cc1,14,6,2,4,1,-22,-2,0.5,0.1
COc1cc2nc(CN3CCN(S(=O)(=O)c4ccc(Cl)cc4)CC3)[nH]c(=O)c2cc1OC,-29,7,-1,-1,-3,-10,4,-0.7,0.3
O=C(O)c1cccc(S(=O)(=O)Nc2ccc3oc(=O)sc3c2)c1,0,4,-11,-2,4[fluorescence artefact?],-3,3,1.4,-0.1
Cc1cccc(C(=O)O/N=C(\N)Cc2ccc([N+](=O)[O-])cc2)c1,-8,7,4,2,3[fluorescence artefact?],-14,3,0.1,-0.1
CCCCCCCCN=C1NC(=O)CS1,-21,5,-10,0,-1[fluorescence artefact?],1,-1,1.6,-1.0
CN(C)S(=O)(=O)c1ccc(NC(=O)COC(=O)Cn2[nH]c(=O)c3ccccc3c2=O)cc1,-10,7,-2,4,0,-9,1,1.0,0.3
Cc1cc(C(=O)N/N=C/c2cc([N+](=O)[O-])ccc2O)c2ccccc2n1,-10,6,9,2,-1,-4,1,-0.8,22*
CCCCn1cnc2c(cnn2-c2ccc(F)cc2)c1=O,7,5,-12,-1,-3,2,0,0.9,2.3
NC(=O)c1cccnc1Nc1ccccc1Cl,-20,1,4,2,9,4,0,0.7,2.3
COc1cc(-c2nc(-c3cccnc3)no2)cc(OC)c1OC,-23,7,-2,-1,8[fluorescence artefact?],-7,4,-1.2,-2.1
Cc1ccc(Nc2nc(N)nc(CN3CCN(c4ccccc4F)CC3)n2)cc1,0,2,16,-2,1,4,-4,-1.5,1.4
COc1ccccc1N1CCN(S(=O)(=O)c2ccc3c4c(cccc24)C(=O)N3C)CC1,-16,2,5,-1,-18,-19,-3,-0.8,0.8
CCCCc1c(C)c(C#N)c2[nH]c3ccccc3n2c1=O,-11,4,3,-2,1[fluorescence artefact?],-7,-4,-0.4,-1.7
N#Cc1c(C(F)(F)F)cc(-c2ccccc2)nc1SCC(=O)Nc1sc2c(c1C#N)CCC2,-1,9,13,1,-19,-6,0,1.2,0.9
CC(C)c1cc(NCCCN2CCOCC2)n2c(nc3ccccc32)c1C#N,-15,1,4,4,-2,-5,-4,-0.6,1.6

# Additional records
SMILES,S1P4 antag,BaF3 tox,NPY-Y2 PAM-ag,Wee1 degr inh,eIF4E-4G inh,MDM2 E3 inh,Ba/F3 V617F tox,PERK inh,S1P4 ag
N/C(=N\OC(=O)N1CCOCC1)c1ccccc1,-2,8,-4,-2,-9[fluorescence artefact?],-7,-1,-0.4,-0.8
CCOC(=O)c1cnn(Cc2ccc(C)cc2)c1N,2,12,6,3,1,-8,4,0.1,-0.3
COc1ccccc1OCCN1CSC(=S)N(C)C1,2,4,8,1,5,-9,-1,-0.4,2.4
O=C(N/N=C/c1cccnc1)NC12CC3CC(CC(C3)C1)C2,2,-6,4,2,3,-6,1,0.1,1.3
Fc1ccc(-c2nc3ccccc3c3nc4ccccc4n23)cc1,-7,3,-7,-1,-1,-15,-2,-0.9,2.2
N#CC1=C(N)Nc2nc3ccccc3n2C1c1ccc(F)cc1 (stereo not drawn),-10,12,7,1,1,-12,-2,0.4,-1.7
COc1ccc(OCC(=O)NNC(=O)CCc2ccccc2)cc1,0,11,5,1,0,-2,-1,0.8,0.1
CCOC(=O)CC(=O)CSc1ncnc2c1nnn2-c1ccc(F)cc1,4,3,-15,-1,-4,-13,3,-0.4,1.4
CC1=CC(=C(C#N)C#N)C=C(C)N1CCN1CCNCC1,-15,3,-2,-3,-4,-9,3,-0.3,0.2
Cc1c(C#N)c2ccccc2n1CC(=O)NCc1cccnc1,-17,3,1,1,-7[fluorescence artefact?],-28,3,-1.2,-3.0
Clc1ccccc1-c1nc2ccccc2[nH]1,8,-1,-3,5,3,-1,1,0.7,-0.5
C=CCOc1ccc(NC(=O)C(=O)NCCCn2ccnc2)cc1,-4,-1,0,0,0,-3,-4,0.3,1.4
CN1CCN(C(=O)c2sc(=S)n(-c3ccccc3)c2N)CC1,-4,5,-6,-3,1,4,1,-0.7,-1.6
Cc1ccc(-n2ncc(C#N)c2/N=C/N2CCCCCC2)cc1,-19,5,-8,-1,-2,-6,1,-0.7,-0.8
Cc1cc(O)c(C(=O)/C=C/c2cccc([N+](=O)[O-])c2)c(=O)o1,0,0,-14,1,1,-4,-1,-0.4,1.5
COc1ccc(S(=O)(=O)NNC(=O)c2csc(-n3nc(C)cc3C(F)(F)F)n2)cc1OC,-15,1,-19,0,-6,2,-2,-1.0,0.6
CCn1nnc(NC(=O)c2cc3ccccc3o2)n1,-5,7,13,0,2,-2,0,1.9,2.3
CCn1c(SCC(=O)N2CC(=O)Nc3ccccc32)nnc1-c1ccoc1C,2,1,3,0,-3,4,-3,0.0,0.9
CN1C(=O)/C(=N/OC(=O)c2ccccc2)c2ccccc21,-10,3,-4,-1,-1,-12,-3,0.8,-2.3
CCCOC(=O)c1ccc(NC(=O)c2ccccc2[N+](=O)[O-])cc1,-14,-2,3,7,1,3,1,0.5,1.5
O=C(CNc1ccc(Br)cc1)c1ccc(O)cc1,-12,1,9,1,0,-1,3,0.2,0.9
CCOC(=O)N1CCC2(CC1)NCCc1c2[nH]c2ccccc12,14,0,-21,-4,-4,-12,2,-1.4,-0.9
C#Cc1ccc([C@@H]2C=C(C(=O)N3CCOCC3)O[C@H](OCCCCO)C2)cc1,3,-2,2,0,1,x,-3,0.6,-0.7
CCOC(=O)c1sc2c(c1C)C(c1cccs1)C1=C(CCCC1=O)N2 (stereo not drawn),-12,6,4,-3,8,-6,0,-1.0,1.6
CC(=O)c1ccc(NC(=S)NC2CCCC(C)C2C)cc1 (stereo not drawn),3,0,15,5,2,-4,-1,0.1,0.5

# An excerpt of these results, with tabs:
molecule	S1P4 antag	BaF3 tox	NPY-Y2 PAM-ag	Wee1 degr inh	eIF4E-4G inh	MDM2 E3 inh	Ba/F3 V617F tox	PERK inh	S1P4 ag
O=C(CNc1ccc(Br)cc1)c1ccc(O)cc1	-12	1	9	1	0	-1	3	0.2	0.9
CCn1c(SCC(=O)N2CC(=O)Nc3ccccc32)nnc1-c1ccoc1C	2	1	3	0	-3	4	-3	0.0	0.9
Cc1cc(O)c(C(=O)/C=C/c2cccc([N+](=O)[O-])c2)c(=O)o1	0	0	-14	1	1	-4	-1	-0.4	1.5
COc1ccccc1OCCN1CSC(=S)N(C)C1	2	4	8	1	5	-9	-1	-0.4	2.4

# 2 compounds from above, reduced to eIF4E-4G inh:
compound | eIF4E-4G inh
CN1C(=O)/C(=N/OC(=O)c2ccccc2)c2ccccc21 | -1
CC1=CC(=C(C#N)C#N)C=C(C)N1CCN1CCNCC1 | -4

# New compounds follow
SMILES,S1P4 antag,BaF3 tox,NPY-Y2 PAM-ag,Wee1 degr inh,eIF4E-4G inh,MDM2 E3 inh,Ba/F3 V617F tox,PERK inh,S1P4 ag
Cc1ccc(C(=O)NC2CC3CCCC(C2)N3C(=O)NC2CCCCC2)cc1 (stereo not drawn),-4,-4,2,-1,-1,0,-1,0.1,0.7
O=C(COc1ccccc1[N+](=O)[O-])N/N=C/c1ccc(O)cc1,-2,5,6,-1,5[fluorescence artefact?],x,-2,0.7,0.1
COc1ccc(C(=O)NC2CCSC2=O)cc1 (stereo not drawn),-18,0,-8,-2,-1,0,-4,0.8,1.8
CN1CCc2c(sc3c2C(=O)NC(c2cccc(OC(=O)c4cccs4)c2)N3)C1 (stereo not drawn),-5,3,18,3,0[fluorescence artefact?],-16,1,0.6,1.6
CC(Sc1nnc2ccccn12)C(=O)Nc1ccc(Cl)cn1 (stereo not drawn),-5,7,-14,-1,-12,-8,2,-0.2,1.2
Cc1nc(SCC(=O)N2CCOCC2)c2ccsc2n1,-5,0,-14,3,1,-15,-1,1.4,-0.7
COc1ccc2c(C)nc(Nc3nc(-c4ccccc4)cc(=O)[nH]3)nc2c1,3,0,1,2,7,-76,1,-1.9,-0.1
COc1cc(/C=C/c2cc(OC(C)=O)c3ccccc3n2)c(OC(C)=O)c([N+](=O)[O-])c1,-9,5,-4,0,6,-14,4,-0.6,-2.7
CC(=O)c1c(C)oc2ccc(NS(=O)(=O)c3cccs3)cc12,5,4,-5,-1,-3,-5,-5,0.9,2.0
O=C(N=Nc1c(O)[nH]c2ccc(Br)cc12)c1ccccc1-n1cccc1,-11,77*,-1,12*,-13[fluorescence artefact?],-11,77*,-2.2,-1.5
Cc1ccc(CCSc2ccc(C(C)C)cc2)cn1,-5,0,-2,0,9,-7,-4,0.3,0.2
COc1ccccc1C(=O)COC(=O)CNS(=O)(=O)c1ccc(C)cc1,-20,4,0,-1,2,-11,-1,-0.3,0.5
Cc1nn(-c2ccc(Cl)c(Cl)c2)c(=O)c2ccccc12,1,6,1,-1,-5,-1,-4,2.0,-0.3
